Screening data as filed in PubChem BioAssay.
IDH1 mut inh = inhibitors of human IDH1 R132H. IDH1 R132H reductase, diaphorase/resazurin fluorescence, 60 min. inhibition, % at 10 µM. O75874. actives 0.18% (n = 70,000); in the data active = inhibition above about 34%;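 note: 0% = DMSO and 100% = no enzyme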
Target sequence (O75874 whole entry R132H): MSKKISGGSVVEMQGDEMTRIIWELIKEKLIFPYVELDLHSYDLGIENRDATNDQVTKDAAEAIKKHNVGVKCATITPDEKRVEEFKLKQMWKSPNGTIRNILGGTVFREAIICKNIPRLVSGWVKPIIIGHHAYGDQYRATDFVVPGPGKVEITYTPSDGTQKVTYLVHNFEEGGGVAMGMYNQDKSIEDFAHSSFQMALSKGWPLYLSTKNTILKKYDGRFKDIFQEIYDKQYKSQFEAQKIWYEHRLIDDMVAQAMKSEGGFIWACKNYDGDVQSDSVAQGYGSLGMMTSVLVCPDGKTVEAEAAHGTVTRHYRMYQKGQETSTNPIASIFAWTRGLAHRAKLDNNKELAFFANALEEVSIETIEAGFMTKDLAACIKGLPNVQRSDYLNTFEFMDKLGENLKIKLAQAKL
EZH2 inh = EZH2 (human) methyltransferase inhibition | actives 0.35% (n = 57,000) | inhibition, % at 12.5 µM | Q15910 | PRC2 H3K27 methylation, DELFIA TRF, 1 h | AID 651548;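 active = mean inhibition of replicates at least 50% and every single replicate also reaching 50%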;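 note: dimethyl H3K27 on biotinylated H3 21-44 peptide detected by antibody; plate controls were median neutral control wells for no effect and median positive control wells for full effect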
Active calls of the source: *; / = not tested or not shown.

The first two entries (preview)
SMILES	IDH1 mut inh	EZH2 inh
C[C@H](CO)N1C[C@H](C)[C@H](CN(C)Cc2ccncc2)Oc2cc(-c3ccccc3)ccc2S1(=O)=O	0.2	-0.4
Cc1noc(C)c1NC(=O)Nc1ccc2c(c1)C(=O)N([C@@H](C)CO)C[C@@H](C)[C@@H](CN(C)Cc1ccc3c(c1)OCO3)O2	0.8	/

The listing, from the first entry:
SMILES	IDH1 mut inh	EZH2 inh
C[C@H](CO)N1C[C@H](C)[C@H](CN(C)Cc2ccncc2)Oc2cc(-c3ccccc3)ccc2S1(=O)=O	0.2	-0.4
Cc1noc(C)c1NC(=O)Nc1ccc2c(c1)C(=O)N([C@@H](C)CO)C[C@@H](C)[C@@H](CN(C)Cc1ccc3c(c1)OCO3)O2	0.8	/
CCC1(C)CC(=O)NC1=O (stereo unspecified)	-0.8	/
COc1ccc(NC(=O)N[C@@H]2CC[C@H](CCn3cc(-c4ccccc4F)nn3)O[C@@H]2CO)cc1	0.3	-20.4
C[C@@H]1CN([C@@H](C)CO)C(=O)Cc2cc(NS(=O)(=O)c3cccs3)ccc2O[C@H]1CN(C)Cc1ccc(C(=O)Nc2ccccc2N)cc1	0.4	/
C[C@H]1CN([C@@H](C)CO)C(=O)c2cccc(NC(=O)C3CC3)c2O[C@@H]1CN(C)CC1CC1	0.4	2.0
C[C@H]1CN([C@@H](C)CO)C(=O)c2cc(-c3cccc(F)c3)cnc2O[C@H]1CN(C)C(=O)C1CCC1	0.0	8.1
Cc1ccccc1Cn1ccc(NC(=O)c2nn3c(c2Cl)NC(c2ccccc2)CC3C(F)(F)F)n1 (stereo unspecified)	0.4	-1.5
CC(C)NC(=O)N(C)C[C@@H]1OCCCC[C@@H](C)Oc2ccc(NC(=O)CCCN(C)C)cc2C(=O)N([C@@H](C)CO)C[C@H]1C	1.1	-5.5
C[C@H](CO)N1C[C@H](C)[C@@H](CN(C)C(=O)NC2CCCCC2)Oc2ccc(NC(=O)Cc3cn(C)c4ccccc34)cc2CC1=O	-25.1	-5.4
C[C@H]1CN([C@@H](C)CO)C(=O)c2cc(C3=CCCCC3)cnc2O[C@H]1CN(C)C(=O)c1ccccn1	2.6	/
CCCNC(=O)C[C@H]1C[C@H]2c3cc(NC(=O)COC)ccc3O[C@H]2[C@@H](CO)O1	-0.3	-1.4
CC(=O)N(C)C[C@H]1Oc2ncc(-c3cccc(F)c3)cc2C(=O)N([C@H](C)CO)C[C@@H]1C	-1.6	7.1
COc1ccc(-c2cnc3c(c2)C(=O)N([C@H](C)CO)C[C@H](C)[C@H](CN(C)C(=O)CN(C)C)O3)cc1	-5.2	-8.9
C[C@H]1CN([C@@H](C)CO)S(=O)(=O)c2ccc(C#Cc3ccc(F)cc3)cc2O[C@H]1CN(C)C(=O)CN(C)C	7.8	-29.7
C[C@@H]1CN([C@H](C)CO)C(=O)c2cccc(NS(=O)(=O)c3ccc(F)cc3)c2O[C@@H]1CN(C)Cc1ccc(C(=O)Nc2ccccc2N)cc1	0.4	-26.6
N#Cc1ccccc1OCC(O)CNCCNC(=O)Nc1ccccc1 (stereo unspecified)	0.2	/
COc1ccc(-n2c(SCCCN3C(=O)c4cccc5cccc(c45)C3=O)nnc2-c2cccnc2)cc1	-1.5	4.0
C[C@@H]1CN([C@H](C)CO)C(=O)c2cc(N(C)C)ccc2O[C@H]1CN(C)S(=O)(=O)c1ccc(Cl)cc1	/	4.1
CC(C)c1cn(CC[C@H]2CC[C@@H](NS(=O)(=O)c3ccccc3)[C@@H](CO)O2)nn1	0.2	-1.7

In a second layout: results already given.
| Structure | IDH1 mut inh | EZH2 inh |
| --- | --- | --- |
| COc1ccc(NC(=O)N[C@@H]2CC[C@H](CCn3cc(-c4ccccc4F)nn3)O[C@@H]2CO)cc1 | 0.3 | -20.4 |
| C[C@@H]1CN([C@@H](C)CO)C(=O)Cc2cc(NS(=O)(=O)c3cccs3)ccc2O[C@H]1CN(C)Cc1ccc(C(=O)Nc2ccccc2N)cc1 | 0.4 | / |
| C[C@H]1CN([C@@H](C)CO)C(=O)c2cccc(NC(=O)C3CC3)c2O[C@@H]1CN(C)CC1CC1 | 0.4 | 2.0 |

Continuation.
SMILES	IDH1 mut inh	EZH2 inh
C[C@@H]1CN([C@H](C)CO)C(=O)c2cc(NC(=O)CCC(F)(F)F)ccc2O[C@@H](C)CCCCO[C@H]1CN(C)Cc1ccncc1	11.0	6.4
O=C(CCN1CCCCC1)NCC[C@H]1CC[C@H](NC(=O)c2ccc(F)cc2)[C@@H](CO)O1	-0.3	8.8
C[C@@H]1CN([C@H](C)CO)C(=O)c2cc(NS(=O)(=O)c3ccc(Cl)cc3)ccc2O[C@H]1CN(C)C(=O)Nc1ccc(F)cc1	-4.8	1.9
O=C(O)C[C@H]1C[C@@H]2c3cc(NC(=O)c4ccc5c(c4)OCO5)ccc3O[C@@H]2[C@@H](CO)O1	-5.2	-17.4
COc1ccc(NC(=O)Nc2ccc3c(c2)C(=O)N([C@H](C)CO)C[C@H](C)[C@H](CN(C)S(C)(=O)=O)O3)cc1	-0.1	/
c1ccc(CCc2nn3c(Cn4cnc5ccccc54)nnc3s2)cc1	1.1	13.8
CCOC(=O)c1ccccc1NC(=O)COc1ccccc1C	0.0	24.0
C[C@@H]1CN([C@@H](C)CO)S(=O)(=O)c2ccc(Br)cc2O[C@@H]1CN(C)Cc1ccccn1	/	11.0

Look-ups from the results shown.
O=C(O)C[C@H]1C[C@@H]2c3cc(NC(=O)c4ccc5c(c4)OCO5)ccc3O[C@@H]2[C@@H](CO)O1 in EZH2 inh is listed with -17.4
C[C@@H]1CN([C@H](C)CO)C(=O)c2cc(NS(=O)(=O)c3ccc(Cl)cc3)ccc2O[C@H]1CN(C)C(=O)Nc1ccc(F)cc1 in IDH1 mut inh is listed with -4.8
COc1ccc(NC(=O)Nc2ccc3c(c2)C(=O)N([C@H](C)CO)C[C@H](C)[C@H](CN(C)S(C)(=O)=O)O3)cc1 in IDH1 mut inh is listed with -0.1

Only part of the results is shown (hit frequency here may not be typical).
